# High-throughput results (PubChem BioAssay)
# BB579 growth dn: growth inhibitors of yeast BB579 in restrictive medium, primary screen, yeast lifespan-shortening project, S. cerevisiae | hit rate 0.51% among 140,000 | OD615, 48 h | inhibition, % at 10 µM;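 active = inhibition above a set limit, 3 SD over the mean compound inhibition, cut at about 44% in these data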; also: inactives centre near -24
#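 System: Saccharomyces cerevisiae DeaD strain BB579, replicative lifespan model yeast | Buffer or medium: Restrictive glucose-based CSMM-D medium | Times: 4 h preincubation and 48 h exposure at 30 °C | Detection: OD615 turbidity measurement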
# HCT116 PTEN-null: growth suppression of PTEN-null HCT116, primary screen, cell-based, CellTiter-Glo; HCT116 PTEN-null viability, 60 h; stronger effect = lower value; viability, % at 10 µM; hit rate 1.2% among 140,000;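 active = viability at or below a set limit, 4 SD under the median of all tested compounds, cut at about 3.7% in these data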;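 also: PTEN knockout HCT116 line with beta catenin targeted HCT116 as companion control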
# Yeast life ext: compounds extending yeast replicative lifespan, primary screen, S. cerevisiae, OD615 | S. cerevisiae growth with nicotinamide; deaD strain in restrictive glucose medium | inhibition of the nicotinamide effect, % at 10 µM | hit rate 0.68% among 130,000 | AID 775, 2007;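 active = inhibition above a set limit, placed 3 SD over the median of all compounds, cut at about 26% in these data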;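 also: 0% = nicotinamide-treated wells and 100% = cells grown without nicotinamide; some compounds called inactive have numbers as strong as hits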
#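 Assay system: engineered S. cerevisiae DeaD replicative-lifespan strain, galactose-grown log-phase cells; Buffer or medium: CSMM-D glucose medium, restrictive; Probe or stimulus: nicotinamide 1.5 mM; Compound: single dose 10 µM compound, 0.25% DMSO; Schedule: 4 h preincubation then 48 h treatment at 30 °C; Technique: OD615 measurement.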
# MRP1 act: H69AR viability gain despite doxorubicin, primary screen, MRP-1 activator project, H69AR cells, CellTiter-Glo; hit rate 0.61% among 140,000; viability rescue; AID 799, 2007; viability increase, % at 10 µM;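 active = viability gain under doxorubicin at or above a set limit, the compound median plus 3 SD, cut at about 4.7% in these data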;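 also: MRP-1 overexpressing cells given doxorubicin 25 µM after compound pretreatment; 18-22 h compound pretreatment then 72 h with doxorubicin before readout; 0% = doxorubicin-only wells and 100% = vehicle-treated cells without doxorubicin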
# NPY Y2 blocker: NPY-Y2 receptor antagonists, primary screen, cell-based. Neuropeptide Y receptor type 2 (Homo sapiens), P49146. NPY-Y2 expressing cells, antagonist mode. inhibition, % at 2.7 µM. hit rate 0.99% among 140,000; in the data active = inhibition above about 17%;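 also: 0% = vehicle with agonist challenge and 100% = reference antagonist with challenge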
# Measles CPE: compounds protecting cells from measles virus cytopathic effect, primary screen, measles RdRp inhibitor project, single point, MLSMR library, absorbance | Measles virus-infected cells, CPE protection | hit rate 1.5% among 140,000 | protection (pct of control), % at 4 µM; in the data active = protection mostly above about 24%, no sharp cut-off; inactive = mostly below about 26%; also: some compounds called inactive have numbers as strong as hits
# Phagocyt inh: inhibitors of macrophage phagocytosis, primary screen, imaging, J774A.1 cells, IgG beads. J774A.1 macrophage IgG-bead phagocytosis. inhibition, % at 5 µM. hit rate 0.07% among 110,000. AID 1029, 2008;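 active = inhibition above the mean of the plate negative controls plus 5 SD, cut at about 13% in these data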;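 also: phagocytic index as fraction of beads internalized from green versus red external bead signal; plate controls were DMSO negative control for no effect and cytochalasin-D positive control for full effect; some results beyond the cut were filed as inactive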
# HCT116 bCat-KO: primary screen for growth suppressors in beta-catenin knockout HCT116 cells (colon tumor, human) | HCT116 beta-catenin knockout viability, CellTiter-Glo, 60 h; stronger effect = lower value | hit rate 1.5% among 140,000 | AID 818, 2007 | viability, % at 10 µM;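 active = viability at or under a set limit, the compound median less 4 SD, cut at about 6% in these data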;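 also: 0% = Hyamine 1622 control at 20 µM and 100% = untreated cell control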
# GALR2 blocker: GALR2 antagonists in receptor-expressing cells, primary screen; antagonist mode; inhibition, % at 4 µM; hit rate 0.39% among 140,000; in the data active = inhibition above about 27%;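 also: cells stimulated with galanin 1-16 at roughly its EC80; 0% = agonist challenge control and 100% = basal control without agonist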
# Target sequence (O43603 whole entry, looked up): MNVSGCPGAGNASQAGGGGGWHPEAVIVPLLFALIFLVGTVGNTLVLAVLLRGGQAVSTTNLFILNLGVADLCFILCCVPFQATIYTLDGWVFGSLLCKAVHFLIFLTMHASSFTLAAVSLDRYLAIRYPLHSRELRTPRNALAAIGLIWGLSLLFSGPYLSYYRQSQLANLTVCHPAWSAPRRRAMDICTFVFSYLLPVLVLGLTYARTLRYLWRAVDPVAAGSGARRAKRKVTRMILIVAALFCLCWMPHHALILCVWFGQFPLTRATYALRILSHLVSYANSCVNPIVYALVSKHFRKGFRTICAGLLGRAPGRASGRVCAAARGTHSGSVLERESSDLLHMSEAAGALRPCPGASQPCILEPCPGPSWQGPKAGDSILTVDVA
# E-sel TNF inh: E-selectin induction blockers in HUVEC – imaging, immunofluorescence, high content, primary screen | hit rate 0.71% among 120,000 | HUVEC TNFa-induced E-selectin immunofluorescence | inhibition, % at 2 µM | AID 1246, 2008;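 active = inhibition above the batch mean plus 3 SD, and confirmed as a hit on visual image review, cut at about 43% in these data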;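 also: 0% = TNF-stimulated DMSO wells and 100% = unstimulated control wells; not every result past the cut was called active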
# Active calls of the source: *; · = not tested or not shown.
SMILES,BB579 growth dn,HCT116 PTEN-null,Yeast life ext,MRP1 act,NPY Y2 blocker,Measles CPE,Phagocyt inh,HCT116 bCat-KO,GALR2 blocker,E-sel TNF inh
Cc1cc(=O)n(C(NC(=O)c2ccccc2)C(=O)c2ccccc2)cn1 (stereo unspecified),-15,90,·,-2.2,2,25,·,95,16,2
CN(Cc1ccccc1)C(=O)c1cccc(NC(=O)c2ccco2)c1,-44,88,-22,-1.8,2,14,1,84,-11,-12
O=C(c1ccc(COc2c(F)c(F)c(F)c(F)c2F)o1)N1CCN(Cc2ccc3c(c2)OCO3)CC1,-8,76,·,-5.7,10,15,·,85,-23,26
CCn1c(COc2ccc(C)cc2)nnc1SCc1nc2ccccc2[nH]1,-28,82,-14,7.6*,4,5,0,87,15,33
CCC(C)c1ccccc1OCCCCN1CCCC1 (stereo unspecified),-4,75,1,-2.8,6,5,·,80,14,64*
Cc1cc(C)cc(NC(=O)NCc2nnc(SCc3ccccc3)n2C)c1,-25,86,7,1.2,3,7,0,96,-3,32
CCN(CC)Cc1csc2ccc(Br)cc12,-19,84,-14,-1.9,7,3,2,79,4,-24
N#CC1=C(N)SC(N)=C(C#N)C1c1ccc([N+](=O)[O-])cc1,8,101,-1,-1.5,2,16,-10,92,0,·
COc1ccc(COc2cc(-c3cccc(OC)c3)nc3ccc(NC(=O)c4ccc(OC)cc4)cc23)cc1,-47,16,1,-4.1,-3,27,·,17,9,-1
COc1cccc(-c2cc(C(=O)N/N=C/c3ccc(OC)c(COC(C)=O)c3)c3ccccc3n2)c1,-10,84,-8,-4.4,2,6,·,97,-3,12
O=C(Cn1nc(C(F)(F)F)c2c1CCCC2)NCCN1CCOCC1,-41,101,-11,-0.3,3,3,-1,92,4,-22
CCn1c(C)nc2cc(C(=O)NNS(=O)(=O)c3c(C)c(C)cc(C)c3C)ccc21,-11,95,-2,-3.0,1,18,1,91,-6,-24
O=C(c1cc2ccccc2oc1=O)N(Cc1ccc2c(c1)OCO2)Cc1ccco1,-39,88,-14,-3.6,0,5,-1,100,-20,10
CCc1nc(N)nc2c1C(=O)CC(C)(C)C2,-9,94,-4,-0.4,2,7,-1,91,-14,0
CS(=O)(=O)N1CCC(C(=O)NCc2ccco2)CC1,-6,94,-5,-2.4,3,10,0,96,-2,-14
N#Cc1ccc(Oc2ccc(C(N)=O)cc2)cc1C#N,-1,99,-12,0.7,-1,4,0,107,-10,3
Cc1ccccc1OCC(=O)OCC(=O)c1ccc(OCc2ccccc2)cc1,-27,97,6,-0.7,2,22,-1,98,-15,·
COc1ccc(C(=O)N[C@H](C(=O)Nc2nc3c(s2)CCCC3)C(C)C)cc1,-31,74,5,-0.1,2,19,4,87,5,·
CCOC(=O)/C=C/C(=O)OCC(=O)Nc1ccc(OC)c(Cl)c1,-14,84,10,-1.4,1,22,·,88,2,29
CCCCNc1nnc(SCC(=O)c2c[nH]c3ccccc23)s1,-25,100,-1,-3.1,3,5,-9,97,18,-1

# Two entries picked at random from those above, as already listed:
SMILES,BB579 growth dn,HCT116 PTEN-null,Yeast life ext,MRP1 act,NPY Y2 blocker,Measles CPE,Phagocyt inh,HCT116 bCat-KO,GALR2 blocker,E-sel TNF inh
Cc1ccccc1OCC(=O)OCC(=O)c1ccc(OCc2ccccc2)cc1,-27,97,6,-0.7,2,22,-1,98,-15,·
CS(=O)(=O)N1CCC(C(=O)NCc2ccco2)CC1,-6,94,-5,-2.4,3,10,0,96,-2,-14

# More entries follow.
SMILES,BB579 growth dn,HCT116 PTEN-null,Yeast life ext,MRP1 act,NPY Y2 blocker,Measles CPE,Phagocyt inh,HCT116 bCat-KO,GALR2 blocker,E-sel TNF inh
Cc1cc(C)nc(NC(=O)c2cc(-c3ccc(C)s3)nc3ccccc23)c1,-29,70,-2,0.6,13,21,1,71,3,·
COc1ccc(CCNC(=O)CSc2ccccc2)cc1OC,-28,97,0,-2.7,3,3,·,102,-5,9
CCCCCCOC(=O)C(C#N)c1nc2ccccc2nc1N1CCCCC1 (stereo unspecified),-43,71,23,0.1,-1,17,0,70,6,-13
OC1(c2cccc(C(F)(F)F)c2)CCN(Cc2nnnn2CCc2ccccc2)CC1,-9,57,·,-3.9,2,3,·,83,-3,-4
CS(=O)(=O)N(CC(=O)N1CCCCC1)C1CCCCC1,14,87,-10,-3.0,2,5,0,108,-1,-11
O=C(NCc1cccs1)c1cnn2cccnc12,-37,91,0,-1.4,2,9,1,87,13,-2
CCC(=O)Nc1ccc2c(c1)ncn2-c1ccc(OC)cc1,1,110,·,-1.6,1,4,·,100,-1,-2
COc1ccc(C(=O)Nn2c(C)nnc2-n2nc(C)cc2C)cc1OC,-19,89,·,-0.2,-1,7,·,95,-7,5

# By substructure: the compounds so far with an NH in an aromatic ring.
SMILES,BB579 growth dn,HCT116 PTEN-null,Yeast life ext,MRP1 act,NPY Y2 blocker,Measles CPE,Phagocyt inh,HCT116 bCat-KO,GALR2 blocker,E-sel TNF inh
CCn1c(COc2ccc(C)cc2)nnc1SCc1nc2ccccc2[nH]1,-28,82,-14,7.6*,4,5,0,87,15,33
CCCCNc1nnc(SCC(=O)c2c[nH]c3ccccc23)s1,-25,100,-1,-3.1,3,5,-9,97,18,-1

# 3 entries from above, sorted by molecular weight, lowest first:
SMILES,BB579 growth dn,HCT116 PTEN-null,Yeast life ext,MRP1 act,NPY Y2 blocker,Measles CPE,Phagocyt inh,HCT116 bCat-KO,GALR2 blocker,E-sel TNF inh
O=C(NCc1cccs1)c1cnn2cccnc12,-37,91,0,-1.4,2,9,1,87,13,-2
COc1ccc(C(=O)Nn2c(C)nnc2-n2nc(C)cc2C)cc1OC,-19,89,·,-0.2,-1,7,·,95,-7,5
CCCCCCOC(=O)C(C#N)c1nc2ccccc2nc1N1CCCCC1 (stereo unspecified),-43,71,23,0.1,-1,17,0,70,6,-13

# Not a hit list; about 6.4% have a hit in one of these screens.
